# Compound activity deposited in PubChem BioAssay by Broad Institute.
# ROS inducer: raises reactive oxygen species in U2OS cancer cells; hit rate 2% among 46,000; ROS induction (% of piperlongumine), % at 10 µM; U2OS ROS induction, H2DCF-DA fluorescence; in the data active = ROS induction above about 79%, passing the limit was not always enough; inconclusive = no clear call, values can overlap the other calls;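 also: 0% = DMSO vehicle median and 100% = reference compound median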
# * marks the source's active call; other numbers are inactive results; ? = inconclusive.
SMILES,ROS inducer
COc1ccc(NC(=O)Nc2cccc3c2O[C@@H](CN(C)C(=O)Nc2ccccc2)[C@@H](C)CN([C@H](C)CO)C3=O)cc1,38.2
C=Cc1ccc(O[C@@H]2O[C@H](CO)[C@@H](O)[C@H](O)[C@H]2O[C@@H]2O[C@@H](C)[C@H](O)[C@@H](O)[C@H]2O)cc1,-6.2
CCOc1ccc(NC(=O)Cn2cncc2-c2ccc([N+](=O)[O-])cc2)cc1,-5.9
Nc1nc2ccc(-c3nc4ccccc4o3)cc2s1,45.7
CCc1cccc(NC(=O)C2CCN(c3nn4c(=O)cc(C)nc4s3)CC2)c1,-6.0
C[C@@H]1CN([C@H](C)CO)C(=O)c2cc(NS(=O)(=O)c3cccs3)ccc2O[C@H]1CN(C)S(=O)(=O)c1ccc(Cl)cc1,-20.0
OCCN(CCO)Cc1ccc(Br)cc1,-6.2
CCc1c(C)c(C#N)c2nc3ccccc3n2c1-n1ccnc1,25.0
CC(=O)OC1C(OC(C)=O)N(C(C)=O)C(=O)N1C(C)=O (stereo unspecified),-7.0
CCCNC(=O)Cn1nc(C)c2sc3ccccc3c2c1=O,-9.9
CC(=O)OCC(=O)[C@@]1(O)CCC2C3CCC4=CC(=O)C=CC4(C)C3[C@@H](O)C[C@@]21C (stereo partly specified),3.7
CC(C)NC(=O)N(C)C[C@@H]1Oc2c(cccc2N(C)C)C(=O)N([C@H](C)CO)C[C@H]1C,-2.9
C[C@@H]1CN([C@H](C)CO)C(=O)c2cc(NC(=O)Cn3cnnn3)ccc2O[C@H]1CN(C)C(=O)Nc1cccc2ccccc12,-19.0
CNC[C@@H]1Oc2ccc(NS(=O)(=O)c3cccs3)cc2C(=O)N([C@H](C)CO)C[C@@H]1C,-28.1
Nc1nc2ccc(Cl)cc2c(-c2ccccc2)c1CN1CCOCC1,16.1
O=C(O)CNC(=S)N(Cc1cccs1)C1CCCCC1,2.2
C[S+](O)c1ccc(CSc2nc(-c3ccc(F)cc3)c(-c3ccncc3)[nH]2)cc1 (stereo unspecified),?
COc1ccc(Cl)cc1NC(=O)C12CCC(C)(c3nc4ccccc4nc31)C2(C)C (stereo unspecified),2.4
C[C@@H]1CN([C@@H](C)CO)C(=O)CCCn2nncc2CO[C@@H]1CN(C)S(C)(=O)=O,20.3
CCN(CC)c1nc(Cl)nc(N(C)C#N)n1,71.5
CCCCC[C@H](CC(=O)NO)C(=O)N[C@H](C(=O)N1CCC[C@H]1CO)C(C)C,-4.8
Cc1ccc(S(=O)(=O)Nc2cccc3c2O[C@@H](CN(C)C(=O)Nc2ccc(F)cc2)[C@@H](C)CN([C@H](C)CO)C3=O)cc1,-1.5
O=C(N1CCCCC1)[C@]1(Cc2ccccc2)N=C(c2ccc(OCCCO)cc2)O[C@@H]1c1ccccc1,41.4
CCCN(C)C[C@H]1OCCCC[C@@H](C)Oc2ccc(NC(=O)CCC(F)(F)F)cc2C(=O)N([C@H](C)CO)C[C@@H]1C,5.7
COc1cc(NCCCC(C)N)c2ncccc2c1 (stereo unspecified),16.5

# The final 2 records of the part before lead into the next.
SMILES,ROS inducer
CCCN(C)C[C@H]1OCCCC[C@@H](C)Oc2ccc(NC(=O)CCC(F)(F)F)cc2C(=O)N([C@H](C)CO)C[C@@H]1C,5.7
COc1cc(NCCCC(C)N)c2ncccc2c1 (stereo unspecified),16.5
CCN1CCN(c2sc(S(C)(=O)=O)nc2S(=O)(=O)c2ccc(Cl)cc2)CC1,5.2
CC(C)NC(=O)c1ccccc1NC(=O)CN1C(=O)c2cccc3cccc1c23,3.1
N=C(N)SCc1ccc(Cl)cc1Cl,-2.1
O=S(=O)(c1cc(C(F)(F)F)ccc1Cl)N1CCN(Cc2cccc(OCCO)c2)CC1,12.9
CN(CC(=O)O)S(=O)(=O)c1ccc2ccccc2c1,-0.9
CNC(=O)C1=C[C@H](c2ccc(C(=O)OC)cc2)C[C@H](OCc2ccc(CO)cc2)O1,15.3
Cc1ccc2nc(-c3cccnc3)cc(C(=O)Nc3sc4c(c3C(N)=O)CCCCCC4)c2c1,27.2
C[C@@H]1CN([C@@H](C)CO)C(=O)c2cccc(NC(=O)c3ccc(-c4nccs4)cc3)c2O[C@H]1CN(C)Cc1ccncc1,18.2
CC(C)NC(=O)N(C)C[C@@H]1Oc2ccc(NC(=O)CCC(F)(F)F)cc2C(=O)N([C@H](C)CO)C[C@@H]1C,-13.1
Cc1noc(C)c1NC(=O)Nc1ccc2c(c1)C(=O)N([C@H](C)CO)C[C@@H](C)[C@@H](CN(C)CC1CCCCC1)O2,6.7
O=C(N1CCOCC1)[C@@]1(CCS(=O)(=O)c2ccccc2)N=C(c2ccc(OCCCO)cc2)O[C@H]1c1ccccc1,11.8
CNC[C@@H]1Oc2ccc(NC(=O)Cn3cnnn3)cc2CC(=O)N([C@@H](C)CO)C[C@@H]1C,6.2
O=C1O[C@@H](c2ccccc2)[C@@H](c2ccccc2)N2[C@@H](c3ccccc3OCCO)[C@]3(C(=O)Nc4ccc(C#CC5(O)CCCCCC5)cc43)[C@@H](C(=O)N3CCN(c4ncccn4)CC3)[C@H]12,?
Cc1ccc(NC(=O)c2c(NC(=O)CN3CCOCC3)sc3c2CCC3)c(C)c1,-2.8
O=S(=O)(c1cccc2cccnc12)N1CCN(Cc2ccc(OCCO)cc2)CC1,10.0
COc1cc2c(cc1O)C1Cc3ccc(O)c(OC)c3CN1CC2 (stereo unspecified),-4.1
COC(=O)CCCCCCC(=O)N/N=C/c1ccc2c(c1)OCCO2,13.4
C[C@@H]1CN([C@H](C)CO)C(=O)Cc2cc(NC(=O)Nc3ccc(C(F)(F)F)cc3)ccc2O[C@@H]1CN(C)C(=O)Nc1ccc(C(F)(F)F)cc1,15.0
C[C@H](CO)N1C[C@H](C)[C@@H](CN(C)C(=O)Nc2cccc3ccccc23)Oc2c(NC(=O)CCCCCC(=O)Nc3ccccc3N)cccc2C1=O,70.0
COc1ccccc1CCNC(=O)c1cc(-c2ccncc2)nc2ccc(Br)cc12,22.5
C[C@H](CO)N1C[C@H](C)[C@H](CN(C)C)Oc2c(NC(=O)CCCCCC(=O)Nc3ccccc3N)cccc2C1=O,-11.6
Cc1n[nH]c(C)c1N1C(=O)c2cccc3c(N)ccc(c23)C1=O,21.5
Cc1ccc(Oc2coc3cc(OCC(=O)Nc4ccccc4C(F)(F)F)ccc3c2=O)cc1,6.5
Cc1ccc(C)c(NC(=O)Cc2c(C)nc3c(-c4ccccc4)c(C)nn3c2C)c1,2.3
C[C@H]1CN([C@@H](C)CO)C(=O)c2cc(NS(=O)(=O)c3cn(C)cn3)ccc2O[C@@H]1CN(C)Cc1ccncc1,-7.1

# 13 structures from above, ordered by molar mass, falling.
SMILES,ROS inducer
C[C@H]1CN([C@@H](C)CO)C(=O)c2cc(NS(=O)(=O)c3cn(C)cn3)ccc2O[C@@H]1CN(C)Cc1ccncc1,-7.1
O=S(=O)(c1cc(C(F)(F)F)ccc1Cl)N1CCN(Cc2cccc(OCCO)c2)CC1,12.9
Cc1ccc(Oc2coc3cc(OCC(=O)Nc4ccccc4C(F)(F)F)ccc3c2=O)cc1,6.5
COc1ccccc1CCNC(=O)c1cc(-c2ccncc2)nc2ccc(Br)cc12,22.5
O=S(=O)(c1cccc2cccnc12)N1CCN(Cc2ccc(OCCO)cc2)CC1,10.0
CC(C)NC(=O)c1ccccc1NC(=O)CN1C(=O)c2cccc3cccc1c23,3.1
CCCCC[C@H](CC(=O)NO)C(=O)N[C@H](C(=O)N1CCC[C@H]1CO)C(C)C,-4.8
COC(=O)CCCCCCC(=O)N/N=C/c1ccc2c(c1)OCCO2,13.4
COc1cc2c(cc1O)C1Cc3ccc(O)c(OC)c3CN1CC2 (stereo unspecified),-4.1
O=C(O)CNC(=S)N(Cc1cccs1)C1CCCCC1,2.2
Cc1n[nH]c(C)c1N1C(=O)c2cccc3c(N)ccc(c23)C1=O,21.5
CN(CC(=O)O)S(=O)(=O)c1ccc2ccccc2c1,-0.9
Nc1nc2ccc(-c3nc4ccccc4o3)cc2s1,45.7

# Remaining list, next part.
SMILES,ROS inducer
C[C@H]1CN([C@@H](C)CO)C(=O)CCCn2cc(nn2)CO[C@@H]1CN(C)Cc1ccc(C(=O)O)cc1,-4.5
CC(C)NC(=O)N(C)C[C@@H]1Oc2ccc(NC(=O)c3ccncc3)cc2CC(=O)N([C@H](C)CO)C[C@@H]1C,-1.5
NC(=O)C1(N2CCCCC2)CCN(CC(=O)Nc2ccc(Br)cc2)CC1,-7.1
C[C@@H]1CN([C@H](C)CO)C(=O)Cc2cc(NC(=O)Nc3cccc4ccccc34)ccc2O[C@H]1CN(C)Cc1ccncc1,4.8
COCCNc1ncnc2c1cnn2Cc1ccc(C)cc1,13.6
Cc1ccc(-c2csc3nnc(SCC(=O)N4CCOCC4)n23)cc1,-3.7
CC(C)(C)OC(=O)Nc1ccc(/C=N/NC(=O)c2ccccc2O)cc1,34.1
C[C@@H]1CN([C@H](C)CO)C(=O)CCCn2cc(nn2)CO[C@H]1CN(C)Cc1ccc(Oc2ccccc2)cc1,8.6
CNC[C@H]1Oc2c(NC(=O)Nc3cccc4ccccc34)cccc2C(=O)N([C@H](C)CO)C[C@H]1C,-4.9
CNC(=O)CN(c1ccc(Br)cc1)S(=O)(=O)c1ccc(C)cc1,-5.6
CC(=O)O[C@H]1C[C@@H](OC(C)=O)C(C)(C)C2C[C@@H](OC(C)=O)[C@]3(C)C([C@H](OC(C)=O)C[C@@]4(C)[C@H](c5ccoc5)OC(=O)[C@H]5O[C@]543)[C@]21C (stereo partly specified),8.2
C[C@@H]1CN([C@H](C)CO)C(=O)c2cc(NS(=O)(=O)c3cn(C)cn3)ccc2O[C@@H]1CN(C)Cc1ccc2c(c1)OCO2,-8.8
Cc1ccc(S(=O)(=O)N(C)C[C@H]2Oc3c(NC(=O)Nc4c(C)noc4C)cccc3C(=O)N([C@@H](C)CO)C[C@H]2C)cc1,1.1
CC(C)(C)NC(=O)c1ccc2c3c(onc13)-c1ccccc1C2=O,245.1*
CCOC(=O)c1c(NC(=O)COc2ccc(C)cc2Br)sc(C)c1C,-0.6
CC1CCCC(C)N1CCNC(=O)C1C2C=CC3(CN(Cc4ccccc4Cl)C(=O)C13)O2 (stereo unspecified),44.8
O=C(/C=C/c1ccc(O)cc1)CC(=O)/C=C/c1ccc(O)cc1,5.7
C[C@H]1CN([C@@H](C)CO)C(=O)c2cc(NC(=O)CCCCCC(=O)Nc3ccccc3N)ccc2O[C@@H]1CN(C)Cc1ccc2c(c1)OCO2,-10.8
COc1ccc(NC(=O)N(C)C[C@H]2Oc3ccc(NC(=O)Cc4cn(C)c5ccccc45)cc3C(=O)N([C@H](C)CO)C[C@H]2C)cc1,-4.9
COc1cc(C(=O)NCc2ccco2)cc(OC)c1OC,-17.7
C[C@@H]1CCCCO[C@@H](CN(C)Cc2ccncc2)[C@@H](C)CN([C@H](C)CO)C(=O)c2cc(NC(=O)Nc3ccc4c(c3)OCO4)ccc2O1,-5.9
CC(C)NC(=O)Nc1ccc2c(c1)CC(=O)N([C@H](C)CO)C[C@@H](C)[C@@H](CN(C)C(=O)Nc1ccc(C(F)(F)F)cc1)O2,-14.1
C[C@@H]1CN([C@H](C)CO)C(=O)Cc2cc(N(C)C)ccc2O[C@H]1CN(C)CC1CC1,6.1
O=C1CC2(CCCC2)C(=O)N1c1cc(C(F)(F)F)cc(C(F)(F)F)c1,9.5
C[C@H](CO)N1C[C@H](C)[C@H](CN(C)S(C)(=O)=O)Oc2c(cccc2N(C)C)C1=O,-9.1

# Later entries:
SMILES,ROS inducer
C[C@H](CO)N1C[C@H](C)[C@H](CN(C)C(=O)Nc2ccccc2)Oc2ccc(NC(=O)Nc3cccc4ccccc34)cc2C1=O,5.4
Cn1c(CSCC(=O)Nc2ccccc2)nnc1SCC(=O)c1ccccc1,-6.7
COc1ccc(NC(=O)N(C)C[C@@H]2Oc3ccc(NC(=O)Nc4ccc(C(F)(F)F)cc4)cc3C(=O)N([C@H](C)CO)C[C@H]2C)cc1,-3.6
O=C(Nc1ccc(Cl)cc1)c1ccn[nH]1,3.1
O=C(Cc1ccccc1[N+](=O)[O-])Nc1ccc(S(=O)(=O)N2CCCCC2)cc1,-5.6
CC(=O)Nc1ccc(NC(=O)Nc2ccccc2)cc1,-5.2
C[C@@H]1CN([C@@H](C)CO)C(=O)c2cccc(NC(=O)Nc3ccc4c(c3)OCO4)c2O[C@@H]1CN(C)C(=O)Nc1ccc(C(F)(F)F)cc1,15.0
O=C(Nc1cccnc1)C1c2ccccc2Oc2ccccc21,-6.9
C[C@@H]1CCCCO[C@H](CN(C)S(=O)(=O)c2cn(C)cn2)[C@@H](C)CN([C@H](C)CO)C(=O)c2cc(NS(=O)(=O)c3cn(C)cn3)ccc2O1,-2.2
Cc1ccc(S(=O)(=O)NCC(=O)Nc2ccc(Br)cc2F)cc1,-0.5
C[C@H]1CN([C@@H](C)CO)C(=O)Cc2cc(NS(=O)(=O)c3cn(C)cn3)ccc2O[C@H]1CN(C)CC1CC1,12.8
C[C@@H]1CN([C@@H](C)CO)C(=O)c2cc(NC(=O)Nc3ccc4c(c3)OCO4)ccc2O[C@@H]1CN(C)Cc1ccc(C(=O)Nc2ccccc2N)cc1,10.1
COc1ccc(S(=O)(=O)N(C)C[C@H]2Oc3ccc(NC(=O)c4ccncc4)cc3CC(=O)N([C@@H](C)CO)C[C@@H]2C)cc1,3.4
Cc1ccc(S(=O)(=O)Nc2ccc3c(c2)C(=O)N([C@H](C)CO)C[C@H](C)[C@H](CN(C)C)OCCCC[C@@H](C)O3)cc1,-11.8
c1ccc(C2=Nc3ccccc3N=C(c3ccccc3)C2)cc1,0.8
NC(=O)NCC#Cc1ccc2c(c1)[C@]1(C(=O)N2)[C@H](c2ccc(OCCO)cc2)N2[C@H](c3ccccc3)[C@H](c3ccccc3)OC(=O)[C@H]2[C@@H]1C(=O)N1CCCCCCC1,-5.8
CC(C)(C)Cc1nc(C2(c3ccc(Cl)cc3Cl)CC2)no1,1.0
NC(=O)[C@]1(Cc2ccccc2)N=C(c2ccc(OCCCO)cc2)O[C@@H]1c1ccccc1,1.9
C[C@@H]1CN([C@H](C)CO)C(=O)Cc2cc(NC(=O)CCC(F)(F)F)ccc2O[C@@H]1CN(C)CC1CC1,-6.3

# Only part of the results is shown (hit frequency here may not be typical).
